Screens as filed in PubChem BioAssay.
NRP1-CendR mod: modulators of CendR peptide binding to human neuropilin-1; AID 602438; O14786; 0.85% of 360,000 active; inhibition, % at 25 µM; FAM-RPARPAR peptide binding to NRP-1, fluorescence polarization;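 active = inhibition or corrected inhibition above about 18%, plus a signal ratio from 0.5 to 1.5, limit read from the data, passing the limit was not always enough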; also: strong numbers were not always called active
LMPTP block: LMPTP (human) inhibition | P24666 | recombinant LMPTP-A, OMFP fluorogenic substrate, fluorescence intensity | inhibition, % at 20 µM | 0.22% of 360,000 active | AID 651560;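 active = compounds that cut the enzyme signal by at least half of the control window in the single-dose screen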;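 also: plate controls were DMSO wells with enzyme plus substrate for no effect and substrate without enzyme for full effect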
Target sequence (P24666 whole entry, looked up): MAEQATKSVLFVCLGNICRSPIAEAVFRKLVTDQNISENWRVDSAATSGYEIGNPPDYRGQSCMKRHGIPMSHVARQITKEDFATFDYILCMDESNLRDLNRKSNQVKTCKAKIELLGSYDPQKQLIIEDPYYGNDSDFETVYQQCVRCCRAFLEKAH
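Test system – LMPTP-A enzyme · Amount – LMPTP-A at 0.625 nM final in the reaction · Buffer or medium – Bis-Tris pH 6.0, DTT, detergent · Reagent – OMFP 400 µM · Doses – single 20 µM dose · Schedule – reaction 50 min, room temperature, dark · Detection – fluorescence intensity of OMFP turnover product · Evaluation – percent inhibition versus substrate-only and uninhibited controls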
Neddyl block: blocks human cullin neddylation; P61081+Q13564; TR-FRET cullin neddylation, biochemical; calls only at 25 µM; 0.58% of 360,000 active; in the data active = inhibition above about 36%
DNMT1 block: inhibitors of human DNMT1 | P26358 | 0.83% of 360,000 active | inhibition (reported as % activation of signal), % at 10 µM | DNMT1 molecular beacon, Hinp1I cleavage, fluorescence; in the data active = inhibition above about 50%
Scp1 inh: blocks human Scp-1 phosphatase activity; Q9GZU7; inhibition, % at 20 µM; 0.88% of 340,000 active; Recombinant Scp1, phosphopeptide, malachite green phosphate absorbance;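 active = inhibition above about 50% at 20 µM, limit read from the data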;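 also: plate controls were DMSO wells with enzyme for no effect and wells lacking enzyme for full effect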
Target sequence (Q9GZU7 76-261 limits assumed): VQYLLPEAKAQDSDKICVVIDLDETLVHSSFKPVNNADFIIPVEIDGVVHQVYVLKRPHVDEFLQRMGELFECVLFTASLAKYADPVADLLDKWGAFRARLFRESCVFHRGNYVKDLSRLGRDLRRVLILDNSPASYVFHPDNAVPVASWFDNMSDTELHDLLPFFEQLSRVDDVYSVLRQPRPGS
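Times: enzyme reaction 45 min at room temperature, colour 5 min, stabilisation 30 min. Material: SCP-1 catalytic fragment, aa 76-261. Medium: Acidic Tris acetate buffer with magnesium and detergent. Signal: colorimetric free-phosphate detection, absorbance 630 nm. Read-out basis: % inhibition of SCP-1 phosphate liberation. Reagent: Phosphorylated 17-residue peptide substrate.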
SUMO1-SIM PPI: SUMO1-SIM interaction modulation | SUMO1 binding to a labelled peptide, TR-FRET, 1 h | P63165 | 0.33% of 360,000 active | inhibition, % at 20 µM; in the data active = inhibition above about 37%
Target sequence (P63165 whole entry, looked up): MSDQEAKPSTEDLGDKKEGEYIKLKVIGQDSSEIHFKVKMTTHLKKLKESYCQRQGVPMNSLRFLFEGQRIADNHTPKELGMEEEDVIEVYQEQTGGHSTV
NadD block: inhibitors of Staphylococcus aureus NadD. 0.78% of 360,000 active. inhibition, % at 20 µM. purified NadD enzyme, colorimetric absorbance read-out; in the data active = inhibition above about 26%; also: some compounds past the cut are filed as inactive
STEP block: inhibitors of human striatal-enriched phosphatase STEP. P54829. recombinant STEP, OMFP fluorogenic substrate, fluorescence. inhibition, % at 20 µM. 0.25% of 360,000 active;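 active = inhibition at 20 µM, scaled per plate between control wells, above about 37%, limit read from the data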;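 also: 0% = DMSO with enzyme and substrate and 100% = substrate only without enzyme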
Target sequence (P54829 whole entry, looked up): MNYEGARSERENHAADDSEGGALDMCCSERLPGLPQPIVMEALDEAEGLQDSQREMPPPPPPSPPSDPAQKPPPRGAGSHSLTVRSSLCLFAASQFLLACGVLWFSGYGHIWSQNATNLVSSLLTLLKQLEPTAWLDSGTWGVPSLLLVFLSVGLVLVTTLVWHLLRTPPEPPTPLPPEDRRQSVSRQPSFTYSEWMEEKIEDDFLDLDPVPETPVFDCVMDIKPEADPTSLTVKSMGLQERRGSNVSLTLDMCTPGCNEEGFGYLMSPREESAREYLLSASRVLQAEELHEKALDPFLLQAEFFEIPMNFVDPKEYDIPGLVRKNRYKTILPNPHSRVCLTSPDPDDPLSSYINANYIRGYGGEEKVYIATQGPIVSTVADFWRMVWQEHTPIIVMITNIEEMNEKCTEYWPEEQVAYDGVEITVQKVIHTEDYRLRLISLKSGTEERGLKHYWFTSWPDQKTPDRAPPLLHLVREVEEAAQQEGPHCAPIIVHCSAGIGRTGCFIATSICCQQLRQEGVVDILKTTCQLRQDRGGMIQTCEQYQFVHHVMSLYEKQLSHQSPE
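Test system: STEP tyrosine phosphatase / Reagent: OMFP at 25 µM / Doses: 20 µM, 1% DMSO / Read-out: percent inhibition scaled to no-enzyme and uninhibited-enzyme controls, plate-pattern corrected / Detection: FITC-channel fluorescence of OMFP product / Medium: Bis-Tris buffer pH 6.0, 2.5 mM DTT, 0.005% Tween 20 / Schedule: 20 min at room temperature, dark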
SKN-1 block: C. elegans SKN-1 inhibition | C. elegans VP596 Pgst-4::GFP/RFP ratio, acrylamide-induced, 24 h | inhibition, % at 21.8 µM | 0.49% of 360,000 active;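 active = interference check ratio from 0.5 to 1.5 plus GFP to RFP signal ratio inhibition reaching or exceeding a fixed threshold, cut at about 30% in these data, passing the limit was not always enough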; also: some compounds called inactive have numbers as strong as hits
TbMetRS inhib: blocks T. brucei methionyl-tRNA synthetase activity. inhibition, % at 11.9 µM. 0.4% of 360,000 active. purified T. brucei MetRS, ATP depletion, Kinase-Glo luminescence. AID 624268;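 active = inhibition above a per-plate cutoff of the control wells' mean inhibition plus 3 SD, cut at about 5.5% in these data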;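 also: 0% = DMSO wells median and 100% = median of wells with control inhibitor compound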
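System: purified T. brucei MetRS enzyme / Detection: Kinase-Glo luciferase luminescence reporting remaining unconsumed ATP / Medium: HEPES buffer with MgCl2, KCl, DTT, spermine, BSA, pyrophosphatase / Replication: singlicate, one well per compound / Evaluation: percent inhibition relative to median high and low control wells / Schedule: 2 h aminoacylation at 25 °C after 15 min preincubation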
* = called active by the depositor; i = inactive; x = no result given.

SMILES	NRP1-CendR mod	LMPTP block	Neddyl block	DNMT1 block	Scp1 inh	SUMO1-SIM PPI	NadD block	STEP block	SKN-1 block	TbMetRS inhib
CCCCn1c(SCC(=O)NC2CCS(=O)(=O)C2)nc2ccccc2c1=O (centres undefined)	-14.8	-1.0	i	1.4	-6.9	7.1	-2.2	0.9	-10.9	0.0
CCc1ccc(N=C2NC(=O)/C(=C/c3ccc(OCC(=O)O)cc3)S2)cc1	-54.3	1.2	i	5.4	74.2*	-10.8	7.8	41.4*	22.7	0.1
COC(=O)[C@@H](NCc1cccc(CN[C@H](C(=O)OC)C(C)C)c1)C(C)C	4.0	-3.0	i	5.3	-0.5	3.9	-5.7	2.1	8.4	-0.2
CC1(C)CCc2c([nH]c3ccccc3c2=O)O1	-5.5	2.5	i	0.9	12.2	5.0	8.2	-1.3	-0.8	0.9
Cc1cc(NC(=O)c2cc(-c3ccccn3)nc3ccccc23)no1	8.8	-0.9	i	0.1	-3.7	13.6	-2.5	-0.5	13.7	0.2
O=C(NCCc1ccccc1)Oc1ccc(Cl)cc1	12.6	-1.2	i	0.8	-18.4	7.5	3.2	-0.9	-8.4	0.8
Cc1ccc(S(=O)(=O)N2C[C@]3(O)C[C@@H]4C(=O)N(c5ccccc5)C(=O)[C@@H]4C[C@]3(OC(=O)NCc3ccco3)C2)cc1	2.1	-0.5	i	2.3	x	3.1	3.7	1.3	-11.8	0.2
CCc1ccc(-c2cc3c(=O)n(CC(=O)NCc4ccccc4F)ncn3n2)cc1	6.5	-0.5	i	29.9	2.9	-0.6	5.1	-2.4	4.5	0.0
CCCCC(c1nnnn1C1CCCC1)N1CCN(C2CCCCC2)CC1 (centres undefined)	1.3	-2.4	i	1.0	4.5	-2.6	-1.1	-1.5	-24.5	-1.9
C#CCOCCOCCOCCNc1nc(N2CCN(C(=O)[C@H](CCC(=O)O)n3cc(C(N)Cc4ccc(O)cc4)nn3)CC2)nc(N2CCN(C(=O)[C@H](Cc3cc4ccccc4[nH]3)n3cc(C(N)[C@H](C)CC)nn3)CC2)n1 (some centres undefined)	8.5	-1.6	i	-6.4	-0.2	-13.0	6.5	0.0	4.3	-0.4
CS(=O)(=O)c1ccc(Cl)c(NC(=O)CNC(=O)c2ccc3c(c2)OCO3)c1	3.2	-3.3	i	0.6	-6.8	-4.4	5.2	-3.5	-19.0	0.2
Cc1ccc(OCC(=O)NNC(=O)c2cccnc2)cc1	-0.9	-0.9	i	-1.3	0.3	-1.9	-7.0	-0.6	-20.6	-0.3
C(=C\c1ccccc1)/CN1CCN(C(c2ccccc2)c2nnnn2Cc2ccccc2)CC1 (centres undefined)	9.8	-0.4	i	-9.0	x	-0.1	-2.3	1.3	8.6	0.3
O=C(NC(c1ccccc1)c1cnccn1)C1CCN(Cc2ccc(Cl)c(Cl)c2)CC1 (centres undefined)	1.6	-1.1	i	-2.6	x	-2.6	3.1	-2.3	18.9	0.6
CN(N=Nc1cccc([N+](=O)[O-])c1)c1ccccc1	7.3	2.1	i	4.2	-18.9	-21.9	2.3	1.7	48.0*	-1.6
CC(=O)Nc1ccc(/C(C)=N/Nc2nc(N3CCOCC3)nc(N3CCOCC3)n2)cc1	5.4	-0.1	i	-4.9	0.7	-2.8	-2.3	-0.3	5.9	-0.4
COc1ccc(NC(=O)COc2ccccc2Cl)cc1S(=O)(=O)N1CCCCC1	-7.7	1.4	i	18.1	-3.8	4.5	-7.2	0.2	9.1	-0.2
C=CCn1c(C)cc(C(=O)COC(=O)/C=C/c2c(C)nn(C3CCS(=O)(=O)C3)c2Cl)c1C (centres undefined)	10.0	1.3	i	-3.1	-0.6	2.4	2.4	2.1	-6.1	-0.4
O=C(NCc1ccco1)c1cc(-c2ccncc2)nc2ccccc12	-18.9	-1.8	i	1.2	-2.2	-12.3	1.3	1.4	7.7	-0.3
Cc1cccc(N=C2NC(=O)CS2)c1C	-6.4	-1.5	i	-0.3	0.2	1.8	-2.1	-0.1	-7.1	-0.8

4 records picked at random from those above:
SMILES	NRP1-CendR mod	LMPTP block	Neddyl block	DNMT1 block	Scp1 inh	SUMO1-SIM PPI	NadD block	STEP block	SKN-1 block	TbMetRS inhib
Cc1cccc(N=C2NC(=O)CS2)c1C	-6.4	-1.5	i	-0.3	0.2	1.8	-2.1	-0.1	-7.1	-0.8
C=CCn1c(C)cc(C(=O)COC(=O)/C=C/c2c(C)nn(C3CCS(=O)(=O)C3)c2Cl)c1C (centres undefined)	10.0	1.3	i	-3.1	-0.6	2.4	2.4	2.1	-6.1	-0.4
CCCCC(c1nnnn1C1CCCC1)N1CCN(C2CCCCC2)CC1 (centres undefined)	1.3	-2.4	i	1.0	4.5	-2.6	-1.1	-1.5	-24.5	-1.9
Cc1cc(NC(=O)c2cc(-c3ccccn3)nc3ccccc23)no1	8.8	-0.9	i	0.1	-3.7	13.6	-2.5	-0.5	13.7	0.2

New compounds follow.
SMILES	NRP1-CendR mod	LMPTP block	Neddyl block	DNMT1 block	Scp1 inh	SUMO1-SIM PPI	NadD block	STEP block	SKN-1 block	TbMetRS inhib
COc1cc(C(=O)Sc2ccc(Cl)cc2)cc(OC)c1OC	-6.4	1.9	i	4.3	-8.5	0.6	-2.0	1.6	14.5	-1.6
CC1(C)N=C(N)NC(Nc2ccc(Cl)cc2)=N1	12.1	-0.2	i	4.8	-9.6	10.3	-0.8	0.4	9.6	-0.1
CS(=O)(=O)c1ccc(Cl)c(NC(=O)Cc2ccccc2F)c1	10.8	1.2	i	-1.8	-9.3	-5.0	-4.1	0.2	9.6	0.0
Cc1cccnc1NC(=O)CSc1nnc(Cc2ccccc2)o1	2.8	-1.3	i	3.2	-7.3	-1.5	-1.8	-5.2	-23.2	-1.3
O=C(NC1CCCCC1)C(c1ccccc1)N(Cc1ccc2c(c1)OCO2)C(=O)c1cnsn1 (centres undefined)	7.7	1.4	i	-5.3	-2.0	-4.4	-6.5	3.1	-4.0	-0.3
O=C(N/N=C/c1cccs1)c1ccc2nc[nH]c2c1	-8.6	0.3	i	1.6	-6.0	-11.1	6.7	3.7	-3.2	-0.5
CCc1ccc[n+](-c2[nH]c(=O)sc2/C=N/N=C(\[O-])c2cccnc2)c1	11.5	-0.3	i	-0.1	3.5	-14.9	-0.4	-1.6	18.0	-0.1
COc1cc(C(C(=O)NC2CCCC2)N(CCO)C(=O)Cn2nnc(-c3ccc(C)o3)n2)ccc1O (centres undefined)	-6.8	-0.7	i	-0.3	-7.9	1.9	1.4	-1.0	20.7	-0.2
COc1ccccc1/C=C/C(=O)OCC(=O)Nc1c(F)cccc1F	6.3	-1.1	i	0.7	-8.4	3.8	-2.9	-3.2	-14.5	0.2
O=C(CC1CCCCC1)Nc1ccc(-c2ccc3nncn3n2)cc1	-19.7	0.0	i	0.3	-12.3	-22.7	-4.7	1.5	-6.4	0.8
O=Cc1ccc(C(=O)O)cc1	6.4	-1.6	i	-0.8	-3.3	0.9	-0.1	0.3	6.9	0.1
O=C(Nc1cccc(O)c1)c1ccccc1[N+](=O)[O-]	9.5	0.1	i	0.5	-5.9	-3.0	-2.3	7.5	4.2	-0.2
CCOC(=O)C1C(c2ccc(OC)cc2)N(C)OC1(O)C(F)(F)F (centres undefined)	9.2	-0.8	i	2.0	-9.0	-0.1	1.8	-2.4	13.0	-0.1
ClN=C1C=CC=CC1=NCl	19.0	68.3*	i	113.5*	x	56.7*	29.7	8.5	20.6	-0.8
COc1ccccc1C(=O)N/C(=C/c1ccccc1)C(=O)NC(CCSC)C(=O)O (centres undefined)	-5.2	-1.9	i	0.6	0.3	-4.5	-4.6	0.3	0.6	-1.1
COc1ccc(CNC(=O)c2c(O)c3ccccc3n(C)c2=O)cc1	1.9	1.1	i	-10.5	-16.1	5.0	-0.2	0.7	2.5	-1.2
C/C(CC(=O)Nc1ccc(C)c(Cl)c1)=N\NC(=O)c1ccncc1	-4.3	0.4	i	-0.3	-0.3	-3.8	0.7	0.4	2.6	-0.5
COc1ccc(C2=CSC3=NCCN23)cc1	1.4	-2.2	i	0.9	-5.7	-5.4	-5.7	-0.6	-19.5	-0.5
CCC(C(=O)N1CCN(c2cccc(Cl)c2)CC1)c1ccccc1 (centres undefined)	-5.2	2.9	i	-5.6	-7.4	-1.8	-1.1	-0.1	-7.4	-0.1
Cc1nn(-c2ccccc2)c(Cl)c1/C=N/Nc1nncc(=O)[nH]1	0.7	-0.2	i	-0.5	-2.0	-7.2	0.0	-0.2	-0.3	-0.4
O=C(Nc1ccc(F)cc1)c1cccc(C(=O)Nc2ccc(F)cc2)c1	-1.2	7.5	i	3.1	-11.0	3.3	-1.5	0.4	25.8	-1.2
COc1cccc(Cn2cnc3c(NS(=O)(=O)c4ccc(Cl)cc4)c(C)c(C)cc32)c1	5.7	1.4	i	36.0	7.2	-4.7	5.4	-1.5	-12.0	0.2
O=C(C[n+]1cc(-c2ccc(F)cc2)n2c1CCC2)Nc1nc(-c2ccc(F)cc2)cs1	1.1	4.9	i	-1.3	9.2	-2.7	1.2	-1.3	5.9	-0.1
O=C(Nc1cccc2cccnc12)C1CCCC1	9.5	-0.3	i	0.0	-4.9	-2.0	-1.1	2.3	-1.4	-0.3
CCC(CCC(=O)Nc1cccc(C(=O)O)c1)C(=O)O (centres undefined)	-9.9	-1.3	i	0.7	-0.1	-1.1	-2.1	1.8	12.8	-1.1
O=C(O)CCCC(=O)Nc1ccc(Cl)cc1	6.7	0.7	i	1.3	-0.9	13.0	-1.0	0.5	-3.0	-1.0
Cc1ccccc1NC(=O)N1CCCC1C(=O)NCc1cccs1 (centres undefined)	4.6	-3.0	i	-1.4	-9.6	-2.8	3.2	0.9	-23.4	-0.1
Nc1cccc(-c2cn(-c3cc4cc(C#CC5(O)CCCCC5)ccc4oc3=O)nn2)c1	-14.7	0.7	i	-12.4	-0.2	-14.6	10.7	-3.5	4.7	0.0
O=C1C=C(c2cccs2)C[C@H](c2ccccc2)[C@H]1n1nnc([N+](=O)[O-])n1	6.6	1.4	i	-1.1	-10.1	-17.9	-2.6	4.6	-3.1	-1.0
O=S(=O)(c1ccc2nc(N3CCN(c4ccccc4)CC3)ccc2c1)N1CCCCC1	-3.9	-0.2	i	14.5	14.0	-94.6	18.3	-3.3	5.1	-0.7
CCc1ccccc1OCC(=O)N(CC)CC(=O)NCc1ccc(F)cc1	-0.1	-0.8	i	1.1	-1.1	1.9	-3.1	-5.1	-10.8	-0.8
COCC(C)NCc1ccccc1C (centres undefined)	3.3	-1.2	i	5.3	-4.8	-5.5	-3.2	3.8	-15.6	0.1
COc1cccc(-c2cnc(C(O)c3ccc(C(C)(C)C)cc3)[nH]2)c1 (centres undefined)	0.9	1.5	i	2.6	x	1.3	2.9	0.6	-6.1	0.0

Not a hit list. Share with any hit: about 4.6%.
